KB-V1 cytotox: KB-V1 MDR subline cytotoxicity. AID 1347076. KB-V1 MDR cells viability, CellTiter-Glo, 72 h. Potency, µM (doses to about 46.1 µM), for the others: top-dose activity change, negative = cytotoxicity, hits mostly cytotoxic. hit rate 3.4% among 400,000; further: on the % scale 0 is the no-effect control and ±100 the full control effect; nearly all actives have a fitted effect of over 60% in size
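Following 72 h at 37 degrees C with compound, KB-V1 cell viability was read by CellTiter-Glo luminescence, medium being phenol-red-free DMEM plus 10% FBS; concentration-response parameters came from normalized, curve-fitted qHTS data.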
TDP43 rescue: inhibitors of TDP-43 toxicity in yeast. TDP-43 expressing yeast growth rescue, BacTiter-Glo, 24 h. Potency, µM (top dose mostly 46.1 µM), for the others: top-dose growth rescue (activation), hits mostly activators. hit rate 1.8% among 410,000. AID 652104; further: % of control where 0% means no effect; nearly all actives have a fitted effect of over 50% in size
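Galactose-induced TDP-43 yeast, OD600=0.02, compound pinned; 24 hr, 30 deg C; BacTiter-Glo luminescence for growth. Inhibitors of TDP-43 toxicity read as activators.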
HEK293 tox: cytotoxic in the GLP-1 receptor inverse agonist counter-screen; HEK293 cAMP-luciferase reporter cells, luminescence, 24 h; Potency, µM (top dose mostly 38.3 µM), inactives show at the top dose activity change, negative = inhibition, actives largely listed as inhibitors; hit rate 0.13% among 410,000; AID 624418;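 further: loss of luciferase light is scored as toxicity; on the % scale 0 is the no-effect control and ±100 the full control effect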
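Compound-treated cells are incubated 24 hr at 37 deg C under 5% CO2 after a 12 hour attachment period, then luciferase detection reagent is added and luminescence is measured following 12 min at room temperature; lowered signal indicates toxicity.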
HT1080NT lethal: kills 2HG-producing HT-1080-NT fibrosarcoma cells | hit rate 1.6% among 360,000 | HT-1080-NT fibrosarcoma viability, CellTiter-Glo ATP luminescence, 48 h | Potency, µM (top dose mostly 46.1 µM), for inactives: at the highest dose activity, negative = less viability, most hits filed as cytotoxic;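 further: NT is the 2HG producing partner of a matched IDH1 knockdown line; 0% = DMSO-treated cells and -100% = media-only wells without cells; nearly all actives have a fitted effect of over 55% in size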
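Viability by CellTiter-Glo luminescence after 48 h compound exposure at 37C of HT-1080-NT cells (750/well, RPMI, 5% FBS). % activity scaled between DMSO wells and medium-only wells, then curve-fitted and categorized by curve class.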
GLP1R ag: activates the human GLP-1 receptor | HEK293 GLP-1R CRE-luciferase, luminescence, 4-6 h; cells express a hypersensitive GLP-1R form | Potency, µM (series often up to 45.6 µM), for inactives: at the top dose activation, usual class: activators | hit rate 0.007% among 380,000; further: % of control where 0% means no effect
Target sequence (P43220 whole entry, looked up): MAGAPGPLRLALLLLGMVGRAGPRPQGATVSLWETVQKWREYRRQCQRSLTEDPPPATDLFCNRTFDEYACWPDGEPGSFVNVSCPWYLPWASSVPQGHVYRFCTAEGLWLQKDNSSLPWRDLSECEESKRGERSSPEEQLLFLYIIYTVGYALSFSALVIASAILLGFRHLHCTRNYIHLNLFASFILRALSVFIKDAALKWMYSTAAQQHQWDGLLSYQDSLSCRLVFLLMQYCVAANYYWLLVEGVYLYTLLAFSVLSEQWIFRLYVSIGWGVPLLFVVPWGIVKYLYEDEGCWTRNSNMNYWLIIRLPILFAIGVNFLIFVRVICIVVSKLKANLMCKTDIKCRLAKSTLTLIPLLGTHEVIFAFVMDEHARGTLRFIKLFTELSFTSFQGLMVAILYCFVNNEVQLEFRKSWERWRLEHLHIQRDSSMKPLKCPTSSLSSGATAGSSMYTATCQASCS
GLP-1R inv ag: acts as inverse agonist at human GLP-1 receptor | hit rate 1.6% among 410,000 | Potency, µM (highest dose often 38.3 µM), for inactives: at the highest dose activity change, negative = inhibition, actives largely listed as inhibitors | AID 624417 | HEK293 GLP-1R CRE-luciferase, luminescence, 24 h; GLP-1R form is constitutively active | P43220; further: on the % scale 0 is the no-effect control and ±100 the full control effect; nearly all actives have a fitted effect of over 55% in size
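Readout was luciferase luminescence, measured 12 min after detection reagent at room temperature. Beforehand, GLP-1R reporter HEK293 cells had sat 12 h, then received compounds for 24 hr at 37 deg C.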
SW480 rerep: DNA re-replication induction in SW480 cells; SW480 DNA re-replication, Hoechst DNA content imaging, 48 h; Potency, µM (highest dose often 46.1 µM), inactives show top-dose re-replication activation, most hits filed as activators; hit rate 1.8% among 340,000; further: % of control where 0% means no effect; nearly all actives have a fitted effect of over 55% in size
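Image-based read-out: total Hoechst fluorescence of nuclei (405 nm excitation, 500-530 nm emission), with hits raising the fraction of high-intensity nuclei. SW480 colon cells incubated 48 hr with compounds at 37 C.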
KB-3-1 tox: KB-3-1 parental cell cytotoxicity | KB-3-1 viability, CellTiter-Glo ATP luminescence, 72 h | Potency, µM (series often up to 46.1 µM), inactives show top-dose activity change, negative = cytotoxic, actives largely listed as cytotoxic | hit rate 1.4% among 400,000 | AID 1347075; further: on the % scale 0 is the no-effect control and ±100 the full control effect; nearly all actives have a fitted effect of over 60% in size
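Viability of parental KB-3-1 cells, measured by CellTiter-Glo luminescence, followed a 72 h incubation at 37 °C with pinned compounds in phenol-red-free DMEM containing 10% FBS.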
HT1080 IDH1KD tx: HT-1080 IDH1 knockdown cell toxicity (counter line); Potency, µM (series often up to 46.1 µM), inactives show top-dose activity, negative = toxicity, usual class: cytotoxic; hit rate 2% among 360,000; HT-1080 IDH1 knockdown viability, ATP luminescence, 48 h;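 further: 0% = DMSO wells and -100% = cell-free medium wells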
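% activity derives from luminescence (CellTiter-Glo), normalised to DMSO and no-cell wells. HT-1080-IDH1KD cells, 750/well, had 48 h compound exposure at 37 °C.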
An asterisk follows results filed as active; ? = inconclusive; · = no result given; [ ] = another dose, or the depositor's remark. The call rests on the fitted dose curve; in most records, active means well fitted curve in the direction sought with a large enough effect; inconclusive means small, poorly fitted or top-dose-only effect, or another doubt; inactive means no such curve, though single readings can be large; an effect the other way counts as inactive or inconclusive. Potency means the concentration at half of the fitted maximal effect.

structure	GLP1R ag	KB-3-1 tox	HEK293 tox	HT1080 IDH1KD tx	TDP43 rescue	SW480 rerep	KB-V1 cytotox	HT1080NT lethal	GLP-1R inv ag
Cc1ccc(S(=O)(=O)N(OCc2ccccc2)C(C)C(=O)O)cc1 (configuration not stated)	2%	1%	-2%	14%	-11%	-4%	11%	2%	-11%
CCN(C)C1CN(Cc2cn(Cc3cc(C)cc(C)c3)nn2)S(=O)(=O)C1 (configuration not stated)	-4%	7%	-3%	7%	16%	·	?	16%	5%
CCN1C(=O)/C(=C\c2ccc(F)cc2)N=C1SCC(=O)NCc1ccco1	-7%	5%	-9%	-6%	-13%	-4%	6%	0%	-20%
COc1ccc(C)cc1-n1cnc2cc(C(=O)NC3CCCCCC3)ccc21	·	-5%	-18%	·	?	·	?	·	?
OC[C@H]1O[C@@H](Oc2ccc3cc(Br)ccc3c2)[C@H](O)[C@@H](O)[C@H]1O	9%	4%	26%	-10%	-5%	3%	?	-8%	13%
CCCCOc1ccc(C2/C(=C(/O)c3ccc4c(c3)CC(C)O4)C(=O)C(=O)N2CCCN2CCOCC2)cc1OC (configuration not stated)	-2%	-3%	0%	-6%	9%	-2%	-5%	-5%	21%
CCOc1cc(-c2conc2N)cc(OCC)c1OCC	2%	4%	-17%	-7%	-6%	29%	?	5%	4%
COc1ccc(C(CCN2CCCC(C)C2)c2c(OC)cc(OC)c3c(-c4ccccc4)cc(=O)oc23)cc1 (configuration not stated)	9%	?	?	?	-2%	-46%[inhibitor]	?	?	?
CC(C)[C@@H](C(=O)N1CCN(Cc2ccc3c(c2)OCO3)CC1)n1nnc2ccccc2c1=O	7%	-2%	-8%	-8%	4%	?	10%	1%	?
CC(=O)Nc1ccc(Sc2ccc([N+](=O)[O-])o2)cc1	-6%	-3%	?	5.8µM*	-77%[inhibitor]	5.8µM*	?	4.1µM*	?
O=C(N/N=C/c1ccc(O)cc1)c1cncc(Br)c1	7%	-1%	-2%	13%	-11%	-2%	?	20%	?
COc1ccc(C(=O)Nc2cc(C)c(O)c(-c3nc4ccccc4s3)c2)cc1OC	-2%	?	-1%	·	-3%	·	-22%	·	3%
COc1ccc(Cl)cc1Cn1c(C)c(C(=O)NCc2cccc(Cl)c2)sc1=O	-5%	-20%	-11%	-1%	25%	·	15µM*	-3%	?
COc1ccc(CNC(=O)[C@@H](Cc2ccccc2)NC(=O)CC[C@H]2O[C@@H](n3ccc(=O)[nH]c3=O)[C@H](O)[C@@H]2O)cc1	-6%	0%	-2%	9%	18%	·	?	25%	-6%
COc1ccc2nc(SCc3cccnc3)c(C#N)cc2c1	-1%	13%	0%	4%	13%	5%	-9%	13%	7%
Cc1ccc(CNC(=O)CN(C)C2=NS(=O)(=O)c3ccccc32)cc1	-2%	?	3%	-6%	?	-16%	-9%	-3%	-11%
C[N+]1(CCN2C(=O)C3CC=C(Cl)CC3C2=O)CCOCC1 (configuration not stated)	-2%	9%	6%	1%	14%	0%	?	8%	19%
O=C1CC(=O)Nc2cc(S(=O)(=O)Nc3ccc(Cl)c(C(F)(F)F)c3)ccc2N1	-6%	1%	-4%	0%	17%	12%	0%	13%	13%
Cc1ccc(C(=O)NNC(=O)CSc2nnc3ccccn23)cc1	3%	3%	?	15%	-4%	0%	29%	10%	-24%
COc1ccc(Cc2ccccc2C(=O)O)cc1	4%	10%	17%	11%	19%	-6%	25%	0%	7%
Nc1nc(N)c2c(ccc3c2ccn3Cc2cccc([N+](=O)[O-])c2)n1	-11%	0.58µM*	?	0.15µM*	21%	·	1.8µM*	0.018µM*	0.5µM*
COc1ccc(N2CC(O)=C(c3n(C)c4ccccc4[n+]3C)C2=N)cc1	-2%	22%	0%	23%	5%	-1%	3%	19%	1%
CCOC(=O)c1c(NC(=O)C(=O)N/N=C/c2ccc(O)c(OC)c2)sc2c1CCCCC2	-2%	-1%	?	3%	2%	1%	?	-19%	2%
O=C(Nc1cccc(-c2cccc(F)c2)c1)C1CCN(Cc2ccco2)CC1	4%	-2%	-13%	?	-1%	?	-7%	?	?
C(=C\c1nc(-c2ccccc2)no1)/c1ccccc1	-3%	7%	-26%	2%	20%	2%	-13%	20%	-23%
CSCCC(NC(=O)c1ccco1)C(=O)N1CCN(c2ccccc2O)CC1 (configuration not stated)	1%	2%	0%	4%	-3%	3%	28%	2%	4%
CCCCCOP(=O)(OCCCCC)C1(NS(=O)(=O)c2ccccc2)C=CC(=O)c2ccccc21 (configuration not stated)	-17%	-13%	?	?	11%	?	0%	?	?
CCc1ccccc1NC(=O)CN1CCN(C(=O)C2CCN(C(=O)/C=C/c3ccccc3)CC2)CC1	12%	7%	-2%	-8%	0%	-13%	-17%	-1%	-21%
CCCCOc1ccccc1C1C(C(=O)OC)=C(C)N(C)C(C)=C1C(=O)OC	-1%	2%	-3%	-3%	0%	8%	9.2µM*	6%	?
COCCOC(=O)C1=C(C)N=C2SCCC(=O)N2C1c1cccc(Br)c1 (configuration not stated)	0%	0%	4%	-3%	5%	-13%	-18%	-3%	1%

Laid out differently: 2 of the compounds above
Value order – GLP1R ag, KB-3-1 tox, HEK293 tox, HT1080 IDH1KD tx, TDP43 rescue, SW480 rerep, KB-V1 cytotox, HT1080NT lethal, GLP-1R inv ag
CCCCOc1ccc(C2/C(=C(/O)c3ccc4c(c3)CC(C)O4)C(=O)C(=O)N2CCCN2CCOCC2)cc1OC (configuration not stated)
  -2%, -3%, 0%, -6%, 9%, -2%, -5%, -5%, 21%
COc1ccc2nc(SCc3cccnc3)c(C#N)cc2c1
  -1%, 13%, 0%, 4%, 13%, 5%, -9%, 13%, 7%

(more compounds)
structure	GLP1R ag	KB-3-1 tox	HEK293 tox	HT1080 IDH1KD tx	TDP43 rescue	SW480 rerep	KB-V1 cytotox	HT1080NT lethal	GLP-1R inv ag
CC(O)C(C(=O)OCc1ccc([N+](=O)[O-])cc1)N1C(=O)c2ccccc2C1=O (configuration not stated)	4%	6%	2%	9%	-12%	0%	-5%	3%	2%
CC(C)(C)NC(=O)C1CCN(S(=O)(=O)c2ccc(Br)cc2)CC1	-10%	18%	5%	0%	12%	-3%	-15%	-6%	17%
Cc1ccccc1Cn1c(CN2CCc3ccccc3C2)nc2c1c(=O)n(C)c(=O)n2C	0%	-1%	?	?	2%	2%	23µM*	?	-24%
COc1ccc(NC(=O)CC(C)C)c(OC)c1	5%	5%	1%	12%	0%	-4%	?	17%	7%
CCOC(=O)C1=C(C)Nc2nc(C)nn2C1c1ccc(OCC)c(OC)c1 (configuration not stated)	-4%	-16%	12%	0%	-9%	8%	14%	0%	8%
O=C(c1cc2ccccc2c(=O)o1)N1CCCCCC1	5%	-10%	2%	?	4%	1%	16%	?	22%
Cc1nn(Cc2ccccc2)c(C)c1C(=O)N1CCN(CC(=O)Nc2ccccc2Cl)CC1	12%	7%	-7%	-9%	16%	2%	-2%	-16%[9.24 µM]	-20%
Cc1cc(C)c(NC(=S)N(CCc2ccncc2)C(C)C)c(C)c1	-1%	-4%	0%	14%	-2%	-5%	0%	3%	-1%
Cc1ccccc1Nc1sc(C(=O)c2ccccc2)c(N)c1C(=O)NCc1ccc(Cl)cc1	·	?	-27%	·	8%	·	?	·	?
CCOc1ccc(OCC)c(NC(=O)C2CCCN(S(=O)(=O)c3ccc4c(c3)oc(=O)n4C)C2)c1 (configuration not stated)	1%	0%	-5%	·	-13%	·	3%	·	1%
COc1cc(/C=N/Nc2nc(Nc3ccccc3)nc(-n3nc(C)cc3C)n2)cc(OC)c1OC	18%	?	?	15µM*	-5%[0.397 µM]	?	7.3µM*	?	?
CN(c1ccccc1C(=O)NC1CC2CCC1C2)S(=O)(=O)c1ccccc1 (configuration not stated)	0%	-3%	10%	-2%	18%	1%	1%	9%	24%
Cc1ccc(/C([O-])=C(/C(=S)Nc2ccc(SC(F)F)cc2)[n+]2ccccc2)cc1[N+](=O)[O-]	-3%	2%	-2%	3%	21%	-12%	12%	0%	?
CC(NC(=O)c1cccc(N(C)C)c1)c1ccc(-n2ccnc2)cc1 (configuration not stated)	7%	5%	1%	11%	1%	?	?	-1%	48%[activator]
COc1ccc(-c2nc3ccc(Br)cn3c2CC(C)(C)C)cc1OC	17%	0%	-3%	2%	14%	·	8%	2%	?
O=C(CN1CCN(S(=O)(=O)c2ccccc2)CC1)Nc1ccccc1C(=O)c1ccccc1	27%	?	6%	?	-12%	-3%	3.7µM*	-28%	?
O=C(O)CC1NC(=S)N(Cc2ccccc2)C1=O (configuration not stated)	-3%	2%	?	-21%	8%	·	13%	-11%	7.9µM*
COc1cccc(NC(=O)C2CC2(c2cccc(OC)c2)c2cccc(OC)c2)c1 (configuration not stated)	15%	-2%	-3%	-18%	-6%	3%	-11%	-17%	?
C=C(C)COc1ccc2c(C)c(CC(=O)OC)c(=O)oc2c1C	5%	-2%	-6%	-20%	?	-6%	-3%	-13%	-1%
Cc1cccc(C)c1NC(=O)Cn1c(CN2CCCCC2)nc2ccccc2c1=O	-24%	-1%	-8%	19%	2%	-5%	-2%	7%	-27%
COc1ccc(NC(=O)c2cc3c(Cl)nc4ccccc4c3s2)cc1OC	9%	-15%	-19%	?	3%	?	?	?	9%
COc1ccc(OC)c2[nH]c(=O)c(CCNS(=O)(=O)c3ccc(F)cc3)cc12	12%	-1%	-3%	0%	-21%	-11%	-6%	9%	40%[activator]

Some of the entries so far, with values under each structure:
Below each SMILES – GLP1R ag | KB-3-1 tox | HEK293 tox | HT1080 IDH1KD tx | TDP43 rescue | SW480 rerep | KB-V1 cytotox | HT1080NT lethal | GLP-1R inv ag
> Cc1ccccc1Nc1sc(C(=O)c2ccccc2)c(N)c1C(=O)NCc1ccc(Cl)cc1
→ · | ? | -27% | · | 8% | · | ? | · | ?
> O=C(CN1CCN(S(=O)(=O)c2ccccc2)CC1)Nc1ccccc1C(=O)c1ccccc1
→ 27% | ? | 6% | ? | -12% | -3% | 3.7µM* | -28% | ?

Assay outcomes from PubChem BioAssay.

Not a hit list; about 9.4% have a hit in one of these screens.
